ERG Ets-DNA blk – blocks human ERG Ets domain binding to DNA. P11308. fluorescence polarization, His-ERG Ets domain / labelled DNA. Potency, µM (highest dose often 76.9 µM), inactives show top-dose FP activity, negative = inhibition, hits mostly inhibitors. actives 0.028% (n = 370,000). AID 624246; active = well fitted inhibition curve with a large enough effect in the polarisation, with a control signal flat; inconclusive = small, poorly fitted or top-dose-only effect, or effect the other way, or a change in a side signal; inactive = no such curve, though single readings can be large or run the other way; the % refers to the polarisation;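 also: polarization taken with two DNA probes labelled with fluorescein and Texas red; potency is read from the fitted curve at half-maximal effect; % of control where 0% means no effect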
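His-tagged ERG Ets domain (1 uM in the protein solution; 300mM KCl, 50mM Tris-HCl, 1mM EDTA, 1mM DTT, pH 7.5) received compound, then a probe mix of 5 nM fluorescein-DNA and 100nM Texas-615-DNA. Fluorescence polarization was read for both dyes.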
POLH inh – blocks human DNA polymerase eta activity. recombinant Pol eta, fluorescent DNA replication assay. Potency, µM (highest dose often 114 µM), without a hit: at the highest dose activity change, negative = inhibition, usual class: inhibitors. actives 1.2% (n = 390,000). AID 588591; also: potency is read from the fitted curve at half-maximal effect; % is scaled to controls: 0 for no effect and ±100 for the full control effect
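Pol eta (10 nM) was preincubated with compounds for 15 min at room temperature, after which fluorescent replication substrate (50 nM final) was added to start the reaction. Fluorescence was read kinetically at 0 and 10 min.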
Pol kappa inh – blocks human DNA polymerase kappa activity; actives 0.53% (n = 400,000); AID 588579; purified Pol kappa, fluorescent DNA synthesis assay, 10 min; Potency, µM (doses to about 107 µM), inactives show at the highest dose activity, negative = inhibition, usual class: inhibitors; Q9UBT6; also: potency is read from the fitted curve at half-maximal effect; % is scaled to controls: 0 for no effect and ±100 for the full control effect
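Kinetic fluorescence readout at 0 and 10 min followed reaction start with substrate at 50 nM final. Beforehand, enzyme (10 nM Pol kappa) stood 15 min with compound at room temperature; buffer-only wells were negative controls.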
Pol beta inh – blocks human DNA polymerase beta activity. actives 1.3% (n = 340,000). Potency, µM (titrated, usually from 114 µM), without a hit: at the highest dose activity change, negative = inhibition, actives largely listed as inhibitors. Pol beta primer extension/strand displacement, fluorescence kinetic. P06746; also: potency is read from the fitted curve at half-maximal effect; % is scaled to controls: 0 for no effect and ±100 for the full control effect
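Reaction started by 50 nM substrate onto compound-treated Pol beta (10 nM, 15 min preincubation, room temperature); plates read at 0 min and 10 min. Normalized concentration-effect data fitted by four-parameter Hill equation.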
APE1 inh – APE1 (human) endonuclease inhibition; P27695; recombinant APE1, TAMRA/BHQ-2 abasic DNA cleavage fluorescence; AID 2517; actives 0.35% (n = 350,000); Potency, µM (series often up to 65.8 µM), without a hit: at the highest dose activity change, negative = inhibition, most hits filed as inhibitors;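 also: potency is read from the fitted curve at half-maximal effect; plate controls were vehicle for no effect and reference inhibitor for full effect; nearly all actives have a fitted effect of over 55% in size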
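Step 1: APE1 (0.75 nM) with compound, 15 min RT. Step 2: add 50 nM fluorophore/quencher THF duplex. Step 3: three fluorescence reads 60 s apart (525/598 nm); read 3 minus read 1 = reaction progress.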
Anesthetic bind – binds horse apoferritin like a general anesthetic; P02791; apoferritin/1-aminoanthracene competitive binding, fluorescence; Potency, µM (top dose mostly 77.5 µM), inactives show top-dose activity change, negative = displacement, actives largely listed as inhibitors; actives 0.074% (n = 350,000); AID 485281; also: potency is read from the fitted curve at half-maximal effect; % is scaled to controls: 0 for no effect and ±100 for the full control effect; nearly all actives have a fitted effect of over 20% in size
Target sequence (P02791 2-175 limits assumed): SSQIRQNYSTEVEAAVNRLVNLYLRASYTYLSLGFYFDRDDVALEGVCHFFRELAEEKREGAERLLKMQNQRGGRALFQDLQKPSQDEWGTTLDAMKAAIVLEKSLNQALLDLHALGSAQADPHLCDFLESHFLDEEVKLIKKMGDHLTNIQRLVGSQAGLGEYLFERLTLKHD
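Concentration-response curves derived by four-parameter Hill fitting of normalized fluorescence, where compounds displaced 1-AMA from 10 uM horse apoferritin following a brief 10 min room-temperature incubation; propofol titration acted as positive control.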
ALOX12 inh – ALOX12 (human) lipoxygenase inhibition. actives 1.1% (n = 580,000). AID 1671190. purified 12hLO, xylenol orange hydroperoxide absorbance. Potency, µM (top dose mostly 108 µM), for the others: top-dose activity change, negative = inhibition, hits mostly inhibitors. P18054; also: potency is read from the fitted curve at half-maximal effect; % is scaled to controls: 0 for no effect and ±100 for the full control effect
Target sequence (P18054 whole entry, looked up): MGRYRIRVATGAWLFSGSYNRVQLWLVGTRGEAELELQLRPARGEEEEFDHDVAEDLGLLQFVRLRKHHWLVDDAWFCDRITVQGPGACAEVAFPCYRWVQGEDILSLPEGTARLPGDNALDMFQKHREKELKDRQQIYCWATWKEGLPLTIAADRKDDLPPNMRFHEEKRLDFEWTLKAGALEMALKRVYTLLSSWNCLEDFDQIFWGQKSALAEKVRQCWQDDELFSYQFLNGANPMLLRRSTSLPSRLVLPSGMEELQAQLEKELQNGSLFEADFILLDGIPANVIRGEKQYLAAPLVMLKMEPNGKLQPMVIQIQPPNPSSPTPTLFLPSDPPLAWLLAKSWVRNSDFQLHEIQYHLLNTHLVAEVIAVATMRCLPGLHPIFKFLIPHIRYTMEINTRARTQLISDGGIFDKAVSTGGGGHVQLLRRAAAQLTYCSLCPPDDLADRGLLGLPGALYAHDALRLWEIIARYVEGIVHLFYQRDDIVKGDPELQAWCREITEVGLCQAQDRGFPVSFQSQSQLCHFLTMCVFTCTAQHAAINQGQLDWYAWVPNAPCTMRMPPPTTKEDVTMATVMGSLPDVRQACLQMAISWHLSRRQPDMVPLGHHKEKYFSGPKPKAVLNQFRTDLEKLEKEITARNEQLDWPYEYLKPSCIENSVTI
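Purified human 12hLO at 150 nM in 25 mM Hepes, 0.01% Triton X-100, pH 7.0, preincubated 15 min at room temperature with compound. Reaction started with 40 uM arachidonic acid, 30 min at room temperature. Hydroperoxide measured by Fe-xylenol orange, 573/405 nm absorbance ratio.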
LDHA block – inhibitors of human lactate dehydrogenase A; P00338; purified LDHA, NADH/diaphorase-resazurin fluorescence; active compounds read low; activity change, % (values are at about 110 or 230 µM); actives 0.15% (n = 480,000); in the data active = activity change below about -30%; inconclusive = mostly about -25% to -30%;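 also: plate controls were DMSO wells for no effect and wells without enzyme for full effect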
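Human LDH5 at 2 nM final in Tris HCl pH 7.4 with 0.06 mM NADH and 0.2 mM pyruvate, reacted 5 minutes at room temperature. Remaining NADH coupled via diaphorase/resazurin; resorufin fluorescence read at 0 and 20 minutes, normalized to enzyme-free and DMSO wells.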
RGS4 inhibitor – human RGS4 inhibition | Transcreener GDP fluorescence polarization, RGS4-accelerated GTP hydrolysis | actives 0.039% (n = 390,000) | P49798 | Potency, µM (highest dose often 114 µM), for inactives: top-dose activity change, negative = inhibition, actives largely listed as inhibitors; also: potency is read from the fitted curve at half-maximal effect; % is scaled to controls: 0 for no effect and ±100 for the full control effect; nearly all actives have a fitted effect of over 75% in size; some results filed as inactive show a strong effect at the top dose
Target sequence (P49798 whole entry, looked up): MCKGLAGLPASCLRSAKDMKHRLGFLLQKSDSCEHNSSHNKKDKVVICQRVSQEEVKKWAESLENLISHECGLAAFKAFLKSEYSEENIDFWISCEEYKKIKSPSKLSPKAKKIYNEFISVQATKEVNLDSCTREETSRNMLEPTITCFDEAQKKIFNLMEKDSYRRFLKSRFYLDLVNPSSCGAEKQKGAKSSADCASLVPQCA
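MLSMR compounds (23 nl, pin-transferred) preincubated 10 min at room temperature with a 500nM (2x) first reagent, then RGS4 at 900nM (2x) plus Transcreener GDP mix added; fluorescence polarization (620/688 nm) read before and after 90 min at 30 °C.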
* marks the source's active call; other numbers are inactive results; ? = inconclusive; / = no result given; & = joins results of further samples; [ ] = dose if it differs, or a comment. Unless noted, calls follow the shape of the dose curve; as a rule, active = well fitted curve in the direction sought with a large enough effect; inconclusive = small, poorly fitted or top-dose-only effect, or another doubt; inactive = no such curve, though single readings can be large; an effect the other way counts as inactive or inconclusive.

SMILES | ERG Ets-DNA blk | POLH inh | Pol kappa inh | Pol beta inh | APE1 inh | Anesthetic bind | ALOX12 inh | LDHA block | RGS4 inhibitor
COc1ccc(CNC(=O)COC(=O)c2ccccc2OCC(=O)Nc2ccc(SC(F)F)cc2)cc1 | -7% | -9% | -18% | 17% | 1% | 2% | 0% | -7 | 8%
Cc1nn(-c2ccc(Cl)cc2)c(NC(=O)C(C)C)c(-c2ccccc2)c1=O | 13% | -17% | -6% | -1% | -3% | 1% | 187%[activator] | -1 | 6%
CN(Cc1ccc(F)cc1Cl)S(=O)(=O)c1cccs1 | -9% | -24% | 0% | 3% | 70%[activator] | -14% | -6% | -4 | -24%
COc1ccc2ncn(-c3ccccc3)c2c1 | 8% | 9% | -1% | 16% | -1% | -9% | -15% | -6 | -10%
O=C1CCN(Cc2ccccc2)CCN1[C@H](CSc1ccccc1)Cc1ccccc1 | -16% | -12% | 11%&-10% | 14% | 12% | -18% | 19% | 0 | -7%
CCc1ccc(/C=N/Nc2ncnc3nc[nH]c23)cc1 | 12% | -17% | 5% | ? | 0% | -6% | 27% | 1 | -13%
O=C1CSC(c2ccccc2F)N1CCN1CCCCC1 (centres undefined) | 1% | -21% | -9% | 17% | 4% | -7% | 0% | -2 | -2%
COc1ccc(NCc2ccc([N+](=O)[O-])s2)c(OC)c1 | -3% | ? | -28% | 22µM* | ? | -23% | ? | 25 | -27%
COc1ccc(CNC(=O)c2cc3c(=O)oc4ccc(C)cc4c3s2)c(OC)c1 | -5% | -17% | -1% | 21% | / | -8% | -22% | -3 | -11%
Cc1cccc(CC(=O)N2CCN(C(=O)c3ccco3)CC2)c1 | 3% | -14% | 8% | -4% | 15% | -3% | 14% | -1 | 2%
COc1ccc(OC)c(C2NC(=S)NC(C)=C2C(=O)Nc2ccccn2)c1 (centres undefined) | -4% | -2% | 5% | -8% | -5% | -11% | -22% | -12 | -21%
Cc1ccc(-n2c(=O)c3sccc3n(CC(=O)N3CCCC3)c2=O)cc1 | 0% | -13% | 0% | -26% | -4% | -4% | -11% | -2 | 18%
Cc1cc(C)cc(NC(=O)c2ccc3c(c2)nnn3C2CCCC2)c1 | 2% | -21% | -9% | 1% | / | -24% | -4% | -5 | -25%
NS(=O)(=O)c1cccc(NC(=O)C2CC(=O)N(Cc3ccco3)C2)c1 (centres undefined) | -12% | -10% | -12% | 25% | 1% | -1% | 409%[activator] | -1 | ?
Cc1ccc2oc(Nc3nc(-c4ccccc4)cc(=O)[nH]3)nc2c1 | 0% | 5% | -7% | 26% | -2% | -5% | -22% | 0 | -1%
Cc1cc(=O)c2c(o1)CC(C)(C)CC2=O | / | -4% | -7%[60.1 µM] | 24% | -3% | -6% | 2% | -4 | 11%
Cc1cnc(CNc2ncncc2-c2ccccc2CN(C)C)cn1 | / | / | -3%[60.1 µM] | / | -3% | 0% | ? | / | /
Cc1nc(N)sc1-c1csc(Nc2ccc(Cl)cn2)n1 | 3% | -17% | -11% | 1% | 3% | -9% | ? | 12 | ?
COc1ccc(S(=O)(=O)NNC(=O)c2cc3ccccc3o2)cc1 | 8% | -10% | 0% | -1% | 4% | -11% | 0% | -8 | 16%
Cc1ccc(NC(=O)Cn2c(=O)c(C)nc3ccccc32)cc1 | 6% | -5% | -3% | 17% | 4% | -6% | -5% | -1 | 14%
Cn1c(=O)cc(SCC(=O)N2CCN(c3ccccc3)CC2)c2ccccc21 | -9%&-1% | -3%&1% | 9%&-5% | 37%&1% | -3% | ? | -20%&1% | -4&3 | 10%&-15%
O=C(NCc1ccco1)C1CCN(c2nc3ccccc3n2Cc2ccc(F)cc2)CC1 | -1% | -19% | -13% | 7% | -1% | -18% | -26% | 3 | -2%
COCCCNCCCCOc1ccccc1-c1ccccc1 | / | 0% | -11% | 5% | 1% | -8% | -19% | -17 | 5%
CC(=O)C1=C(C)OC(N)=C(C#N)C1c1cc2cccc(C)c2nc1Cl (centres undefined) | 2% | -21% | 1% | 40% | -1% | -11% | -8% | 0 | -16%
Cc1ccc(OCC(=O)Nc2ccccc2C(N)=O)cc1 | -2% | 7% | -3% | 29% | 15% | -6% | -10% | -7 | 23%
Cc1c(C(=O)N2CCOCC2)sc(NC(=O)Cc2ccccc2)c1C#N | -17% | -16% | -1% | 16% | 2% | -5% | 1% | -7 | 10%
O=C(c1ccc(COc2ccccc2Br)o1)N1CCN(c2ccccn2)CC1 | 2% | -11% | -17% | 0% | -6% | -14% | -13% | 0 | -18%
COc1cccc(NC(=O)CCC2CCN(C(=O)Cc3cccc(F)c3)CC2)c1 | -5% | -2% | -7% | 14% | 8% | -11% | 0% | -8 | -1%
CCCCN(CC)C(=S)Nc1ccc2nc(N3CCN(C)CC3)cc(C)c2c1 | 10% | -10% | -3% | 16% | -12% | -10% | 2% | 3 | ?
Cc1ccc(S(=O)(=O)N2CC(=O)Nc3ccccc32)cc1C | / | 11% | -9% | 22% | 3% | -12% | 1%[57.4 µM] | -1 | -13%
CCOC(=O)C1=C(C)NC(=O)NC1c1ccc(C)o1 (centres undefined) | -12% | ? | ? | 4% | -5% | 2% | 9%[57.4 µM] | 4 | 35%
Cc1ccc(C)c(S(=O)(=O)N2CCN(C(=O)Cc3sc(C)nc3-c3ccc(F)cc3)CC2)c1 | 1%[15.4 µM] | -27% | -8% | / | / | / | 6%&-30% | 0&-1 | -36%
C[C@H](CO)N1C[C@H](C)[C@@H](CN(C)S(=O)(=O)c2ccccc2)Oc2c(NC(=O)c3ccncc3)cccc2C1=O | 8% | -10% | 19% | / | 2% | / | 4% | 1 | -7%
CC(C)c1ccc(Nc2c(-c3ccsc3)nc3ccc(Cl)cn23)cc1 | -3% | -3% | 0% | 3% | / | 4% | -21% | -9 | 2%
C=CS(=O)(=O)N(Cc1ccc(Cl)c(Cl)c1)C[C@@H](O)CO | 11% | -3% | 5% | / | -10% | / | / | -3 | 3%
O=[N+]([O-])c1ccc(NC(=S)NCCc2ccc(Cl)cc2)cc1 | -6% | -24% | -7% | -3% | ? | -19% | ? | -5 | -40%

Next section, overlapping the part above by 2 compounds.
SMILES | ERG Ets-DNA blk | POLH inh | Pol kappa inh | Pol beta inh | APE1 inh | Anesthetic bind | ALOX12 inh | LDHA block | RGS4 inhibitor
C=CS(=O)(=O)N(Cc1ccc(Cl)c(Cl)c1)C[C@@H](O)CO | 11% | -3% | 5% | / | -10% | / | / | -3 | 3%
O=[N+]([O-])c1ccc(NC(=S)NCCc2ccc(Cl)cc2)cc1 | -6% | -24% | -7% | -3% | ? | -19% | ? | -5 | -40%
CCOCCn1c(SCc2cccc(C)c2)nc2c1c(=O)[nH]c(=O)n2C | 1% | -24% | 2% | 14% | -4% | -17% | 4% | 1 | -12%
COc1cc(OC)c(C(=O)OC(C)C(=O)NCc2ccc3c(c2)OCO3)cc1OC (centres undefined) | 6% | -20% | 4% | / | -3% | / | 3% | -5 | -3%
CCc1ccccc1NC1c2ccccc2C(=O)N1Cc1ccco1 (centres undefined) | -6% | -24% | -11% | -2% | -5% | -7% | -11% | -1 | -32%
Cc1cc(C)nc(-n2nc(C)c3c2N(Cc2ccccc2)C(=O)CC3c2ccc(Cl)cc2)n1 (centres undefined) | -3% | -9% | 5% | ? | / | -10% | -11% | -9 | -8%
NS(=O)(=O)c1ccc(NC(=O)COC(=O)c2cc3ccccc3cc2O)cc1 | 34%[activator] | 2% | -20% | 2% | -4% | -7% | 3% | -2 | 3%[56.9 µM]
COc1ccc(-c2csc3ncnc(Cl)c23)cc1 | -1% | -14% | 1% | -6% | -1% | -7% | -10% | -6 | 7%
COc1ccc([N+](=O)[O-])cc1NC(=O)CN(C)S(=O)(=O)c1ccccc1 | -7% | -20% | 2% | -7% | -2% | -13% | 2% | -4 | -1%
COCCNC(=O)c1cccc(OC2CCN(Cc3ccc(F)cc3OC)CC2)c1 | -6% | -21% | -13% | 11% | 0% | -8% | 0% | -7 | 2%
O=C(Nc1cccc(NC(=O)c2c(F)cccc2F)n1)c1c(F)cccc1F | 6% | -10% | -3% | 2% | -6% | 5% | 0% | -4 | 3%
CCOC(=O)c1c(NC(=O)c2c(C)noc2C)sc2c1CCCCC2 | 7% | -15% | 5% | 3% | -2% | -1% | / | -3 | 5%
CC1CCN(C(=O)COC(=O)C2CCN(S(=O)(=O)c3ccc(Cl)c(C(F)(F)F)c3)CC2)CC1 | -1% | -21% | -11% | / | -10% | / | 7% | 0 | -5%
O=C(NCc1ccc2c(c1)OCO2)C1CC(=O)N(C2CCCCCCC2)C1 (centres undefined) | 2% | -10% | 0% | -10% | -6% | ? | -28% | 5 | 5%
Cc1cc(C(=O)Cn2nnc3ccccc3c2=O)c(C)n1-c1ccccc1F | -5% | -11% | -14% | -14% | -4% | ? | 0% | 3 | -4%
COc1ccc(C)cc1NC(=O)COC(=O)c1c(C)noc1C | 0% | -18% | -2% | -2% | 0% | -17% | 7% | -1 | 12%
COc1cccc(NC(=O)CCNC(=O)N2CC(=O)Nc3ccccc32)c1 | 0% | -7% | -6% | 9% | -3% | -4% | 15% | -5 | 4%
O=C(c1[nH]nc2c1CCc1ccccc1-2)N1CCN(Cc2ccc3c(c2)OCO3)CC1 | 1% | -11% | 0% | 9% | 4% | 0% | / | 0 | -17%

High-throughput results as filed in PubChem BioAssay.

The list is partial (hit frequency here may not be typical).
